# eLon inh: inhibits E. coli Lon protease | inhibition, % at 7.94 µM | AID 602123 | 0.42% of 360,000 active | P0A9M0 | purified E. coli Lon protease, fluorescence polarization; in the data active = inhibition above about 13%, passing the limit was not always enough;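 note: 0% = enzyme with probe and DMSO and 100% = no enzyme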
# PABP1 MLLE inh: inhibitors of microRNA-mediated deadenylation, human PABP1 MLLE binding | P11940 | inhibition, % at 20 µM | 0.36% of 360,000 active | GST-MLLE / FITC-PAM2 fluorescence polarization | AID 588489; in the data active = inhibition above about 35%, passing the limit was not always enough;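 note: plate controls were DMSO wells with GST-MLLE for no effect and wells lacking GST-MLLE protein for full effect; some results filed as inactive read as strong as hits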
# CSN deneddyl inh: CSN deneddylation inhibition; Purified CSN, SCF-Nedd8-OG deneddylation, fluorescence polarization; inhibition, % at 12.5 µM; 0.38% of 360,000 active; AID 651999;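 active = pattern-corrected inhibition above about 35%, with an unprinted fluorescence ratio check between 0.5 and 1.5, limit read from the data, passing the limit was not always enough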;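 note: 0% = enzyme with substrate and 100% = substrate without enzyme; some results filed as inactive read as strong as hits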
# Target sequence (Q92905 whole entry, looked up, one chain of several): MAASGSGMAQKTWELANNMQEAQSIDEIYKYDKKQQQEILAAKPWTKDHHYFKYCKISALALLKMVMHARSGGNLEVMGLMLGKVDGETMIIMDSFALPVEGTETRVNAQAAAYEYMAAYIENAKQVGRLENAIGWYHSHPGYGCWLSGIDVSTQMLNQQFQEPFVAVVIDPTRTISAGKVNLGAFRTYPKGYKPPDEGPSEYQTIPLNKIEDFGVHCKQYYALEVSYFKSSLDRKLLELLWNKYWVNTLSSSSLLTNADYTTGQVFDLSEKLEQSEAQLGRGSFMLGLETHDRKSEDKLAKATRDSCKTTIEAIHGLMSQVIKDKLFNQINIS
#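 assay system = purified human Csn5 enzyme expressed in HEK293T cells | amount = 0.24 nM enzyme | buffer or medium = Tris/NaCl/DTT buffer, pH 7.5 | reagent = 10 nM SCFSkp2-Nedd8OG | compound = one concentration, 12.5 µM, 0.25% DMSO | times = 90 min reaction at room temperature | signal = FP | read-out basis = % inhibition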
# Rin1 Abl inh: blocks binding of human Rin1 to Abl. P00519+Q13671. TR-FRET Rin1/Abl binding, biochemical. inhibition, % at 7.35 µM. 0.4% of 360,000 active. AID 588664; in the data active = inhibition above about 5%, passing the limit was not always enough
# MsrA act: bovine methionine sulfoxide reductase A activation | purified bovine MsrA, absorbance read-out | activation, % at 10.6 µM | 0.3% of 360,000 active; in the data active = activation above about 7.5%;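 note: 0% = vehicle and 100% = reference activator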
# MsrA inhibitor: bovine MsrA inhibition; inhibition, % at 15.5 µM; 0.75% of 360,000 active; purified bovine MsrA, absorbance read-out; in the data active = inhibition above about 4.5%;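 note: 0% = vehicle wells with enzyme and 100% = reference inhibitor wells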
# TbMetRS inhib: blocks T. brucei methionyl-tRNA synthetase activity. 0.4% of 360,000 active. inhibition, % at 11.9 µM. purified T. brucei MetRS, ATP depletion, Kinase-Glo luminescence. AID 624268;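 active = inhibition above a per-plate cutoff of the control wells' mean inhibition plus 3 SD, cut at about 5.5% in these data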;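 note: 0% = DMSO wells median and 100% = median of wells with control inhibitor compound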
#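 Dosing: 11.9 µM compound single dose, 0.9% DMSO; Assay system: purified T. brucei MetRS enzyme; Measured by: Kinase-Glo luciferase luminescence reporting remaining unconsumed ATP; Schedule: 15 min plus 2 h at 25 °C.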
# Neddylation inh: inhibitors of human cullin neddylation; P61081+Q13564; TR-FRET cullin neddylation, biochemical; calls only at 25 µM; 0.58% of 360,000 active; AID 651699; in the data active = inhibition above about 36%
# Target sequence (P61081 whole entry, looked up): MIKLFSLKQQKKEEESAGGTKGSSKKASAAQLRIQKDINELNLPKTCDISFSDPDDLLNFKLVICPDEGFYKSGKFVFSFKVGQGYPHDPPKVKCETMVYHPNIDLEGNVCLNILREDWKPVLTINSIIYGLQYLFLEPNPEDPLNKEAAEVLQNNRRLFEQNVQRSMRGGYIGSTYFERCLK
# Target sequence (Q13564 whole entry, looked up): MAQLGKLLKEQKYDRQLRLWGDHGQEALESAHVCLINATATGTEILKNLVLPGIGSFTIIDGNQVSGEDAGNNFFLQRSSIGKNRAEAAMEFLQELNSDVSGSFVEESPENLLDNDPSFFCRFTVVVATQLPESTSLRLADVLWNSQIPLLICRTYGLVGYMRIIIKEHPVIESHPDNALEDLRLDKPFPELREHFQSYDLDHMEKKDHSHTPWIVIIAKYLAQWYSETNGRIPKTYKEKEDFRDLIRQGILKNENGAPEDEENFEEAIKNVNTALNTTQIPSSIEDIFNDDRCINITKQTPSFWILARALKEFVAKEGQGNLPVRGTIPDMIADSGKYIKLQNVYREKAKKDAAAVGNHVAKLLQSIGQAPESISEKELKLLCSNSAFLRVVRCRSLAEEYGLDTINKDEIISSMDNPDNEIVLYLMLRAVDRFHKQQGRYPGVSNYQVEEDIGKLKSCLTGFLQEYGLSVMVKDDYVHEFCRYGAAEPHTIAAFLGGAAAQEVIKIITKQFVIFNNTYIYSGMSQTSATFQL
# FAS-TE inh: inhibitors of human fatty acid synthase thioesterase domain. 0.67% of 360,000 active. recombinant FAS-TE, OMFH fluorogenic substrate, fluorescence endpoint. P49327. inhibition, % at 15 µM;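 active = compounds whose normalised, plate-corrected inhibition of enzyme fluorescence in the single-dose primary screen is 50% or more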;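 note: 0% = DMSO with enzyme and 100% = substrate without enzyme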
# * hit, by the source's call; i = inactive; nt = not tested or not shown.
SMILES,eLon inh,PABP1 MLLE inh,CSN deneddyl inh,Rin1 Abl inh,MsrA act,MsrA inhibitor,TbMetRS inhib,Neddylation inh,FAS-TE inh
O=C(NCc1cc(C(F)(F)F)cc(C(F)(F)F)c1)C1CC(c2ccc(C(F)(F)F)cc2)=NO1 (configuration not stated),-4,-9,-3,3,0,1.8,-0.1,i,22
COc1cccc(OCC(O)CN2CCOCC2)c1 (configuration not stated),-8,-9,-1,1,-4,1.7,-1.2,i,-7
CN(Cc1ccccc1)C(=O)c1ccc2sc([C@H]3C[C@H](O)[C@@H](CO)O3)nc2c1,-6,-9,1,0,-1,0.9,-0.2,i,-8
CSc1ncc(Cl)c(C(=O)C(C#N)c2nc3c(C)cc(C)cc3c(=O)[nH]2)n1 (configuration not stated),-6,-3,1,-3,-10,0.3,-0.2,i,15
O=C(CSc1nnc(-c2cccs2)o1)N1CCCCC1,2,-43,3,3,-2,-0.4,0.2,i,-6
CCC1CCCCN1c1nc(-c2ccncc2)nc2ccccc12 (configuration not stated),-5,-3,-4,-3,-10,-0.2,-0.4,i,19
Nn1c(SCC(=O)Nc2nccs2)nnc1-c1ccco1,-2,-27,-6,-4,-3,-1.5,-0.4,i,-6
O=C(CSc1nc(-c2cccs2)cc(C(F)(F)F)n1)NCc1ccccc1,-3,5,0,-1,1,1.1,-0.8,i,13
O=C(NCc1nnc(SCC(=O)N2CCN(c3ccccc3)CC2)o1)c1c(F)cccc1Cl,-9,-13,-1,0,2,-1.0,0.3,i,-5
C=CCOc1ccccc1CNCCCN1CCOCC1,-5,4,7,1,-2,-0.7,-0.1,i,-6
CCOc1ccccc1NC(=O)c1cc(S(=O)(=O)N2CCN(CC)CC2)ccc1Cl,4,1,-1,-1,-3,0.0,-0.4,i,0
CC(=O)c1ccccc1OCCn1nc(C(=O)O)c2ccccc2c1=O,-5,-7,2,4,-3,0.5,-0.5,i,1
Cc1ccc(S(=O)(=O)N(C)c2ccc(OCC(=O)O)cc2)cc1,-2,-5,-4,2,-1,-0.3,0.0,i,-6
CCn1c(=O)c(=O)[nH]c2cc(C(=O)N3CCN(c4ccccc4F)CC3)ccc21,-3,-11,7,-1,-1,-0.2,0.0,i,-1
COCc1cc(OC)nc(-c2csc(C)n2)n1,-7,9,2,-2,-1,-0.7,-0.1,i,-4
CC(c1ccon1)N(C)Cc1c(C(=O)N(C)Cc2ccccc2)nc2ccccn12 (configuration not stated),1,-3,-3,4,-3,1.9,-0.1,i,1
O=C(NCCOc1ccc(Cl)cc1)c1ccc2ccccc2n1,-2,-17,-5,-1,-3,0.6,-0.5,i,42
Cc1ccc(NC(=O)NNC(=O)C2CC(c3cccnc3)=NO2)cc1 (configuration not stated),3,-12,1,-1,-2,-1.4,-1.0,i,-6
CNC(=O)NC(=O)COC(=O)CCCSc1nc2ccccc2s1,7,5,-7,0,-3,0.3,-0.2,i,-12
CCN1C(=O)[C@H]2[C@@H](c3ccc(OC)cc3)N3C(=O)CN(CC4CC4)C(=O)[C@@]3(C)[C@H]2C1=O,7,10,2,4,-4,0.6,-0.3,i,-13
CCCc1cc(=O)oc2c3c(cc(OCC(=O)NCCN4CCOCC4)c12)OC(C)(C)CC3,-4,-10,3,0,-3,1.9,-0.6,nt,-2
Cc1ccc2c(c1)C(c1ccc(F)cc1)N(C(=O)c1ccc(S(=O)(=O)N(C)C)cc1)CC(=O)N2 (configuration not stated),-3,7,-4,0,-4,0.9,-1.0,i,0
Cc1cccc(-c2nnc(SCC3CNC(=O)O3)n2-c2ccc(Cl)cc2)c1 (configuration not stated),-6,-129,-2,0,-2,-0.3,-0.5,i,-2
COC(=O)CSc1nc2sc(C)c(C)c2c(=O)n1C,3,-1,0,0,1,0.8,-0.2,i,-4
CCOC(=O)[C@]12Cc3c(cc(OC)c(OC)c3OC)[C@H]1N(Cc1ccccc1)C(=O)c1cc(OC)ccc12,-9,nt,-2,nt,-3,-0.8,0.0,i,22
COc1ccc(Br)cc1C(=O)Nc1ccc(N2CCN(S(C)(=O)=O)CC2)cc1,2,4,1,-4,-2,-0.3,-0.4,i,2
O=C(Nc1ccc(F)cc1F)Nc1ccc(F)cc1F,-2,-9,1,3,-3,0.3,-0.3,i,-9
O=C(Nc1cccc(-c2csc(Nc3ccccc3)n2)c1)c1cc([N+](=O)[O-])cc(C(F)(F)F)c1,-4,3,-5,2,-1,-0.6,-0.1,i,4
CN(C)C(=O)c1ccc(NC(=O)COC(=O)/C=C/c2cccs2)cc1,-8,9,0,-2,-11,3.0,-0.8,i,-1
O=C(NCc1nc2ccccc2[nH]1)C1=C[C@@H](C2CC2)C[C@@H](OCc2ccc(CO)cc2)O1,-9,-8,-3,3,-4,-0.7,81*,i,-2

# 5 compounds already listed, sorted by the value under PABP1 MLLE inh, ascending.
canonical_smiles	eLon inh	PABP1 MLLE inh	CSN deneddyl inh	Rin1 Abl inh	MsrA act	MsrA inhibitor	TbMetRS inhib	Neddylation inh
CCCc1cc(=O)oc2c3c(cc(OCC(=O)NCCN4CCOCC4)c12)OC(C)(C)CC3	-4	-10	3	0	-3	1.9	-0.6	nt
COC(=O)CSc1nc2sc(C)c(C)c2c(=O)n1C	3	-1	0	0	1	0.8	-0.2	i
O=C(Nc1cccc(-c2csc(Nc3ccccc3)n2)c1)c1cc([N+](=O)[O-])cc(C(F)(F)F)c1	-4	3	-5	2	-1	-0.6	-0.1	i
COc1ccc(Br)cc1C(=O)Nc1ccc(N2CCN(S(C)(=O)=O)CC2)cc1	2	4	1	-4	-2	-0.3	-0.4	i
Cc1ccc2c(c1)C(c1ccc(F)cc1)N(C(=O)c1ccc(S(=O)(=O)N(C)C)cc1)CC(=O)N2 (configuration not stated)	-3	7	-4	0	-4	0.9	-1.0	i

# Quoted at random: 3 compounds from above
SMILES,eLon inh,PABP1 MLLE inh,CSN deneddyl inh,Rin1 Abl inh,MsrA act,MsrA inhibitor,TbMetRS inhib,Neddylation inh,FAS-TE inh
CN(C)C(=O)c1ccc(NC(=O)COC(=O)/C=C/c2cccs2)cc1,-8,9,0,-2,-11,3.0,-0.8,i,-1
CC(c1ccon1)N(C)Cc1c(C(=O)N(C)Cc2ccccc2)nc2ccccn12 (configuration not stated),1,-3,-3,4,-3,1.9,-0.1,i,1
CCn1c(=O)c(=O)[nH]c2cc(C(=O)N3CCN(c4ccccc4F)CC3)ccc21,-3,-11,7,-1,-1,-0.2,0.0,i,-1

# Another view of two compounds above.
Structure: Cc1ccc2c(c1)C(c1ccc(F)cc1)N(C(=O)c1ccc(S(=O)(=O)N(C)C)cc1)CC(=O)N2 (configuration not stated)
  eLon inh = -3
  PABP1 MLLE inh = 7
  CSN deneddyl inh = -4
  Rin1 Abl inh = 0
  MsrA act = -4
  MsrA inhibitor = 0.9
  TbMetRS inhib = -1.0
  Neddylation inh = i
  FAS-TE inh = 0
Structure: CCOC(=O)[C@]12Cc3c(cc(OC)c(OC)c3OC)[C@H]1N(Cc1ccccc1)C(=O)c1cc(OC)ccc12
  eLon inh = -9
  PABP1 MLLE inh = nt
  CSN deneddyl inh = -2
  Rin1 Abl inh = nt
  MsrA act = -3
  MsrA inhibitor = -0.8
  TbMetRS inhib = 0.0
  Neddylation inh = i
  FAS-TE inh = 22

# TbMetRS inhib, hit marks shown above
SMILES | eLon inh | PABP1 MLLE inh | CSN deneddyl inh | Rin1 Abl inh | MsrA act | MsrA inhibitor | TbMetRS inhib | Neddylation inh
O=C(NCc1nc2ccccc2[nH]1)C1=C[C@@H](C2CC2)C[C@@H](OCc2ccc(CO)cc2)O1 | -9 | -8 | -3 | 3 | -4 | -0.7 | 81* | i

# Other results
SMILES,eLon inh,PABP1 MLLE inh,CSN deneddyl inh,Rin1 Abl inh,MsrA act,MsrA inhibitor,TbMetRS inhib,Neddylation inh,FAS-TE inh
CS(=O)(=O)c1ccc(C(=O)OCC(=O)N(CCc2ccccc2)Cc2ccccc2)cc1,-8,-7,1,-1,3,nt,-0.4,i,22
Oc1ccc(C[C@H]2CNCCN2CCc2cccc(F)c2)cc1,-11,5,7,-1,-1,-0.3,-0.2,i,-8
Clc1ccccc1CSc1nncn1NC/C=C/c1ccccc1,-4,-4,-4,4,-7,1.4,0.1,i,16
CCOc1ccccc1N(CC(=O)NCc1ccncc1)S(=O)(=O)c1ccccc1,-8,-14,2,2,-4,0.0,0.0,i,-5
COc1cccc(/C=C2/CN(C)CC3=C2OC(N)=C(C#N)C3c2cccc(OC)c2)c1 (configuration not stated),-34,-47,12,1,-4,2.6,-1.2,i,-5
O=C1CC(/C=C/c2ccccc2)=Nc2ccccc2N1,-6,3,5,0,-3,-0.4,-0.4,i,-2
COc1ccccc1CNc1nc(NCc2cccc(OC)c2OC)c2sccc2n1,-5,-2,-1,-2,-1,-1.5,0.1,i,11
CC(=NOC(=O)C1CCCCC1)c1nccs1,-2,-1,-4,-3,-6,-0.7,-2.2,i,0
Cc1ccc(C(=O)OCC(=O)N(C)c2c(N)n(Cc3ccccc3)c(=O)[nH]c2=O)s1,-4,-14,1,1,-2,-0.7,-0.2,i,-8
CCN(CC)S(=O)(=O)c1ccc2nc(NC(=O)c3ccco3)sc2c1,-13,-10,4,-2,-3,2.8,-0.6,nt,-4
COC(=O)c1ccc(CNCC(O)COc2ccc(-c3ccccc3)cc2)cc1 (configuration not stated),-1,-13,-1,3,0,-0.9,-0.1,i,0
Cc1ccc(S(=O)(=O)c2c[nH]c3ccc(Cl)cc3c2=O)cc1,6,-10,11,3,-5,-0.3,40*,i,0
CCCCN(C)CCNC(=S)Nc1ccc2nc(N3CCN(CC)CC3)cc(C)c2c1,0,-12,9,-3,-9,1.1,-1.7,i,-5
COc1ccc(S(=O)(=O)N2CCCCCC2)cc1C(=O)N(C)Cc1c(F)cccc1Cl,-19,1,-4,1,-2,0.0,-0.3,i,18
COc1ccc(C2(c3ccc(OC)cc3)NC(=O)N(Cn3nnc4ccccc4c3=O)C2=O)cc1,1,3,0,-2,-3,-0.2,0.0,i,35
O=C(Nc1nc2ccccc2s1)c1c(F)cccc1Cl,3,0,-1,1,-2,1.3,0.7,i,0
CN1CCN(C(=O)C2=C[C@H](C3CC3)C[C@H](OCc3ccc(CO)cc3)O2)CC1,2,-6,-1,1,-1,1.7,-0.3,i,-15
O=S(=O)(NC(=NC1CCCCC1)c1ccccc1F)c1ccccc1,-19,2,-2,-3,-3,3.2,0.0,i,-1
COc1cc(C(=O)Nc2ccccc2NC(=O)c2cc(OC)c(OC)c(OC)c2)cc(OC)c1OC,-11,-2,-3,1,-7,-1.3,-1.0,i,-3
COc1cc(Cl)c(C)cc1NC(=O)Cc1cccs1,-6,-7,3,-2,-4,0.5,-0.4,i,13
COc1cc2c(cc1OC)CN(C(=O)c1ccc(S(=O)(=O)N(C)c3ccccc3)cc1)CC2,-6,6,25,1,-12,-1.0,-2.5,i,6
COc1cccc(NC(=O)C(Sc2nnc(Nc3ccccc3C)s2)c2ccccc2)c1 (configuration not stated),-2,10,-9,-1,4,1.6,-0.8,i,21
Cc1cccc(C)c1OCC(=O)NNC(=O)CCNC(=O)c1ccco1,0,-25,-1,1,-2,0.6,-0.4,i,-7
COC(=O)c1ccccc1S(=O)c1snnc1C (configuration not stated),-2,-5,-2,3,-2,0.9,0.0,i,-5
Cn1c(=O)n(Cc2ccccc2F)c(=O)c2c1nc1n2CCCN1CCc1ccccc1,-2,3,3,2,-8,2.9,-0.5,i,0
CCNS(=O)(=O)c1ccc(NC(=O)c2ccccc2OCC)cc1,-1,16,3,0,0,0.6,1.0,i,-6
